# BRCA1 expr up: BRCA1 expression activation; AID 624202; Potency, µM (top dose mostly 46.1 µM), without a hit: at the top dose activation, hits mostly activators; actives 1.1% (n = 380,000); MCF7-BRCA1-FFLuc reporter, luminescence, 48 h; response scale: scaled: vehicle 0%, 10 µM genistein 100%; further: nearly all actives have a fitted effect of over 80% in size; some results filed as inactive show a strong effect at the top dose
#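 Quantitative HTS in MCF7 cells stably reporting BRCA1 expression via firefly luciferase. Compound treatment lasts 48 h at 37 °C in phenol-red free MEM. Activation is expressed relative to genistein at 10 microM and DMSO.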
# ELG1 genotoxic: induces genotoxicity in HEK293T cells with luciferase-tagged ELG1. HEK293T ELG1-luciferase reporter, luminescence, 16 h. Potency, µM (doses to about 46 µM), inactives show at the top dose activity change, positive = activation, actives largely listed as activators. actives 1.3% (n = 330,000). AID 504466; further: % of control where 0% means no effect; nearly all actives have a fitted effect of over 60% in size
#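 Genotoxicity was scored as increased ELG1-luciferase reporter signal, measured by ONE-Glo luminescence (30 min, room temperature). Compound or vehicle exposure of the HEK293T reporter cells lasted 16 hr at 37°C.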
# uPA generation: cell surface uPA generation inhibition; cell surface uPA generation assay, qHTS; Potency, µM (top dose mostly 38.3 µM), for the others: at the highest dose activity change, negative = inhibition, actives largely listed as inhibitors; actives 0.31% (n = 330,000); AID 540303; active means well fitted inhibition curve with a large enough effect; inconclusive means small, poorly fitted or top-dose-only effect; inactive means no such curve, though single readings can be large or run the other way; tested in mouse RAW 264.7 cells; further: on the % scale 0 is the no-effect control and ±100 the full control effect; nearly all actives have a fitted effect of over 55% in size
# VP16 counter: counter-screen for ROR gamma inhibitors: Gal4-VP16 reporter; Drosophila S2 Gal4-VP16 UAS-luciferase, luminescence, 20 h; actives 3.5% (n = 310,000); Potency, µM (doses to about 53.6 µM), for the others: at the top dose activity, negative = inhibition, most hits filed as inhibitors;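 further: Gal4-VP16 expression switched on by copper sulfate through the metallothionein promoter; on the % scale 0 is the no-effect control and ±100 the full control effect; nearly all actives have a fitted effect of over 50% in size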
# p53 reactivation: restores transcriptional activity of mutant p53. Potency, µM (top dose mostly 92.2 µM), for the others: at the highest dose activity change, positive = activation, actives largely listed as activators. H1299 p53-A138V BP100-luciferase reporter, luminescence, 24 h. actives 0.063% (n = 320,000); further: % of control where 0% means no effect; nearly all actives have a fitted effect of over 45% in size
#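 H1299 (p53-null), stable ts p53-A138V + BP100-Luc; 1000 cells/well, Opti-MEM/10% FBS; cpd 4 pt, 1:5; 24 h, 37 deg C, 5% CO2; detection reagent 10 min RT; luminescence.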
# MBNL1 CUG block: blocks human MBNL1 binding to CUG repeat RNA. Q9NR56. TR-FRET MBNL1-His/biotin-(CUG)12 binding, 665/545 ratio. Potency, µM (highest dose often 57.5 µM), for the others: at the highest dose activity change, negative = inhibition, most hits filed as inhibitors. actives 0.036% (n = 280,000); active means well fitted inhibition curve with a large enough effect in the signal ratio, with a control signal flat, not every such curve was filed as active; inconclusive means small, poorly fitted or top-dose-only effect, or effect the other way, or a change in a side signal; inactive means no such curve, though single readings can be large or run the other way; the % refers to the signal ratio; further: on the % scale 0 is the no-effect control and ±100 the full control effect
#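 Ratiometric TR-FRET (665 over 545 nm, excitation 340 nm) tracks disruption of MBNL1-His/biotin-(CUG)12 complex after 60 min at room temperature, with compounds at 92 nM to 58 uM final.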
# Rab9 prom act: Rab9 promoter activation; Huh7 Rab9 promoter-luciferase reporter, luminescence, 24 h; Potency, µM (titrated, usually from 9.22 µM), without a hit: at the highest dose activation, negative = inhibition, hits mostly activators; actives 2.8% (n = 320,000); AID 485297; further: % of control where 0% means no effect; nearly all actives have a fitted effect of over 60% in size
#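 Huh7 cells stably carrying a Rab9 promoter-luciferase reporter, 1500 cells per well in OP-MEM I with 10% FBS, treated with compound 24 hours at 37C. Luciferase activity read by luminescence after 10 minutes with Amplite reagent.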
# FLuc counter: firefly luciferase modulation, counter-screen for miR-21 project; P08659; Potency, µM (titrated, usually from 57.5 µM), for the others: at the highest dose activity change, negative = inhibition, actives largely listed as inhibitors; actives 6.9% (n = 360,000); purified FLuc, Km substrates, luminescence inhibition;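 further: plate controls were vehicle for no effect and reference inhibitor for full effect; nearly all actives have a fitted effect of over 55% in size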
# Target sequence (P08659 whole entry, looked up): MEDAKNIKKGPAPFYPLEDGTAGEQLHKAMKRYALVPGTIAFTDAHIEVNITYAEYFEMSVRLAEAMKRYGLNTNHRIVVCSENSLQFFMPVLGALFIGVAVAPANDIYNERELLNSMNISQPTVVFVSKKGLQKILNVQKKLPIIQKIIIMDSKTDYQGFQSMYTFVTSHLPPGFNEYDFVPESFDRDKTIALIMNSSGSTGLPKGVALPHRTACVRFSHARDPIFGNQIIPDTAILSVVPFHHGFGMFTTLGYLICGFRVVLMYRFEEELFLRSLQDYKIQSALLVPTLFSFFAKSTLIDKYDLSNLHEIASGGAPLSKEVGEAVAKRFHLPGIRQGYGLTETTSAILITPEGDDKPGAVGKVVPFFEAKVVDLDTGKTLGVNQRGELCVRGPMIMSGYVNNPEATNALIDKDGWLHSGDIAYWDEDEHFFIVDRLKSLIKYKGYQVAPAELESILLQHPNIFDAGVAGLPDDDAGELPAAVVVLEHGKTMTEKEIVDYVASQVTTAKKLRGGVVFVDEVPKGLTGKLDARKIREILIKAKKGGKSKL
#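 Purified P. pyralis luciferase, 10 nM final, with Km-level 10 uM D-luciferin and 10 uM ATP in 50 mM Tris acetate pH 7.5, 10 mM Mg acetate, 0.01% Tween-20, 0.05% BSA; 6-point qHTS titration about 60 µM downward; luminescence read.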
# RORg inh: inhibitors of mouse ROR gamma transcriptional activity; actives 5.4% (n = 310,000); Drosophila S2 Gal4-RORgamma UAS-luciferase reporter, 20 h; Potency, µM (top dose mostly 53.6 µM), for the others: at the highest dose activity change, negative = inhibition, usual class: inhibitors; further: on the % scale 0 is the no-effect control and ±100 the full control effect; nearly all actives have a fitted effect of over 60% in size
# Target sequence (P51450 whole entry, looked up, the tested form may be a part): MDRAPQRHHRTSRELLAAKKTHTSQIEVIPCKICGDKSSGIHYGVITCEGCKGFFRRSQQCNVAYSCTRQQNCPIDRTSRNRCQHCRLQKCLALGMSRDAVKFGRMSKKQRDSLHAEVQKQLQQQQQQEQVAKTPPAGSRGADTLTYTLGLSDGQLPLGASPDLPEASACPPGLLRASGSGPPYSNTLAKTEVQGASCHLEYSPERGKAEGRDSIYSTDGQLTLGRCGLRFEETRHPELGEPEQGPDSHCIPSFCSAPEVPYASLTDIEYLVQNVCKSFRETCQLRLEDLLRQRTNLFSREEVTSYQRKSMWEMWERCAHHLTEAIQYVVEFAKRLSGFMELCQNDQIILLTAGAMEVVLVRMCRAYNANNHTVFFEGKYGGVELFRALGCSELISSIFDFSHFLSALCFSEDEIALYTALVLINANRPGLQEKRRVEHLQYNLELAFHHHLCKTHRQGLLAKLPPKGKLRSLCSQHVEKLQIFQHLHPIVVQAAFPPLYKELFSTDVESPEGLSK
#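 Stably transfected Drosophila Schneider cells are the test system, with ROR gamma fused to Gal4 and luciferase under UAS control; luminescence is read after 20 hr of 700 uM copper sulfate induction at ambient temperature.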
# NPC1 promoter act: activators of NPC1 promoter | Potency, µM (series often up to 9.22 µM), inactives show at the highest dose activation, most hits filed as activators | actives 2.4% (n = 320,000) | Huh7 NPC1 promoter luciferase reporter, 24 h;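 further: % of control where 0% means no effect; nearly all actives have a fitted effect of over 60% in size; reporter is driven by a mutant NPC1 promoter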
#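 NPC1 promoter–luciferase Huh7 cells; 24 h compound; luminescence.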
# An asterisk follows results filed as active; ? = inconclusive; nt = not tested or not shown; & = joins results of further samples; [ ] = another dose, or the depositor's remark. Unless noted, the call rests on the fitted dose curve; in most records, active means well fitted curve in the direction sought with a large enough effect; inconclusive means small, poorly fitted or top-dose-only effect, or another doubt; inactive means no such curve, though single readings can be large; an effect the other way counts as inactive or inconclusive. Potency means the concentration at half of the fitted maximal effect.
Molecule	RORg inh	BRCA1 expr up	MBNL1 CUG block	uPA generation	FLuc counter	VP16 counter	ELG1 genotoxic	Rab9 prom act	p53 reactivation	NPC1 promoter act
Cc1csc(SC(C)C(=O)Nc2ccc3c(c2)OCCO3)n1 (stereo not given)	17%	23%	-3%	-1%	?	-1%	2%	-2%	10%	2%
O=C(Nc1cccc(S(=O)(=O)NC2=NCCC2)c1)c1ccc(F)cc1	nt	1%	nt	2%	nt	nt	-2%	nt	3%	nt
Cn1nnnc1SCCNCc1ccccc1OCc1ccccc1Cl	?	-34%	-4%	-2%	5%	?	-3%	-7%	-5%	0%
Cc1cc(C)c(C(=O)O)c(Cl)n1	12%	4%	-2%	3%	0%	-24%	-6%	14%	-1%	0%
Oc1cccc(C=NCc2ccccc2)c1	-17%	3%	-3%	-4%	6%	-1%	-6%	-5%	4%	3%
CC1CCN(C(=S)NC(=O)c2cccs2)CC1	0.25µM*	7%	-13%	0%	3%	0.89µM*	-5%	3%	-1%	-1%
CN1CCN(C(CNC(=O)c2ccc(Br)o2)c2ccc(F)cc2)CC1 (stereo not given)	nt	-14%	nt	1%	3%	nt	0%	4%	-1%	0%
CCC(C)OC(=O)C[N+](C)(C)CCOC1CC2CCC1(C)C2(C)C (stereo not given)	?	-33%	-9%	-18%	-11%	-10%	-8%	-22%	-5%	-7%
CCn1c(C)c(C)c2cc(C(=O)NCCCN3CCN(C)CC3)ccc21	0%	23%	1%	-3%	-1%	-1%	3%	0%	-4%	-1%
CCC(O)CNC(=O)CCc1nnc(C2(c3ccc(Cl)cc3)CCC2)o1 (stereo not given)	1%	-4%	-4%	2%	2%	3%	2%	7%	10%	-2%
Cc1cc(NC(=O)Cc2c(F)cccc2Cl)no1	?	3%	0%	-12%	3%	-3%	-2%	-4%	-7%	1%
CCCN=C1N(CC)C[C@@H]2[C@@H]3C(=O)N(Cc4ccccc4)C(=O)[C@@H]3[C@](C)(C(=O)OC)N12	nt	5%	nt	16%	nt	nt	6%	nt	-1%	nt
CCOC(=O)C1=C(c2ccccc2)NC(=O)NC1c1cc(Cl)c(O)c(OC)c1 (stereo not given)	?	-25%	8%	4%	3%	3%	19%	2%	-5%	-4%
O=C(CC1SC(=Nc2ccc(OC(F)F)cc2)N(CCN2CCOCC2)C1=O)Nc1ccc(F)cc1F (stereo not given)	?	-39%	-5%	-6%	-1%	-11%	-2%	2%	1%	-12%
Cc1ccc(-c2nc3ccccc3[nH]2)cn1	9%	7.9µM*	0%	-5%	15µM*	-6%	?	?	14%	?
O=C(COC(=O)CCS(=O)(=O)c1ccccc1)Nc1ccccc1	nt	9%	nt	17%	5%	nt	1%	2%	8%	0%
CCCCC(CC(O)COCCC)C(=O)NN (stereo not given)	-7%	-10%	8%	0%	1%	2%	2%	-3%	4%	-4%
Cc1cccc2nc3ccccc3nc12	-12%	3%	?	0%	-17%	-7%	-2%	-5%	-2%	-7%
c1ccc(Nc2scc(-c3ccccc3)[n+]2Cc2ccco2)cc1	-39%	52%	-2%	-21%	17µM*	?	?	?	20%	-4%
COc1ccc(-c2nc3c(s2)CN(S(C)(=O)=O)CC3)cc1OC	6%	80%	?	-8%	?	-10%	10%	2%	0%	19%
CCOc1ccc(NC(=O)CN(C)C(=O)c2cn3ccccc3n2)cc1OCC	nt	4%	nt	-9%	-2%	nt	18%	0%	2%	-1%
CCCOc1ccc(C(=O)c2ccccc2C(=O)O)cc1OCCC	29%	-1%	8%	2%	-1%	5%	-1%	-2%	-1%	-7%
COc1ccc(CC(=O)Nc2nc(-c3ccc(OC)c(OC)c3)cs2)cc1OC	?	-63%[inhibitor]	1%	8%	-7%	?	-29%	-9%	-7%	-10%
O=C1c2ccccc2C(=O)N1CCCCCCc1ccccc1	nt	5%	nt	5%	-18%	nt	-2%	-5%	5%	-4%
COc1ccc(C(=O)COC(=O)c2ccccn2)cc1OC	nt	-1%	nt	24%	-10%	nt	2%	-2%	7%	-2%

# Reformatted: results already given
# Order of values: RORg inh | BRCA1 expr up | MBNL1 CUG block | uPA generation | FLuc counter | VP16 counter | ELG1 genotoxic | Rab9 prom act | p53 reactivation | NPC1 promoter act
- O=C(COC(=O)CCS(=O)(=O)c1ccccc1)Nc1ccccc1
 : nt | 9% | nt | 17% | 5% | nt | 1% | 2% | 8% | 0%
- CCCCC(CC(O)COCCC)C(=O)NN (stereo not given)
 : -7% | -10% | 8% | 0% | 1% | 2% | 2% | -3% | 4% | -4%
- Cc1cccc2nc3ccccc3nc12
 : -12% | 3% | ? | 0% | -17% | -7% | -2% | -5% | -2% | -7%
- c1ccc(Nc2scc(-c3ccccc3)[n+]2Cc2ccco2)cc1
 : -39% | 52% | -2% | -21% | 17µM* | ? | ? | ? | 20% | -4%
- COc1ccc(-c2nc3c(s2)CN(S(C)(=O)=O)CC3)cc1OC
 : 6% | 80% | ? | -8% | ? | -10% | 10% | 2% | 0% | 19%
- CCOc1ccc(NC(=O)CN(C)C(=O)c2cn3ccccc3n2)cc1OCC
 : nt | 4% | nt | -9% | -2% | nt | 18% | 0% | 2% | -1%
- CCCOc1ccc(C(=O)c2ccccc2C(=O)O)cc1OCCC
 : 29% | -1% | 8% | 2% | -1% | 5% | -1% | -2% | -1% | -7%
- COc1ccc(CC(=O)Nc2nc(-c3ccc(OC)c(OC)c3)cs2)cc1OC
 : ? | -63%[inhibitor] | 1% | 8% | -7% | ? | -29% | -9% | -7% | -10%
- O=C1c2ccccc2C(=O)N1CCCCCCc1ccccc1
 : nt | 5% | nt | 5% | -18% | nt | -2% | -5% | 5% | -4%
- COc1ccc(C(=O)COC(=O)c2ccccn2)cc1OC
 : nt | -1% | nt | 24% | -10% | nt | 2% | -2% | 7% | -2%

# The list continues.
Molecule	RORg inh	BRCA1 expr up	MBNL1 CUG block	uPA generation	FLuc counter	VP16 counter	ELG1 genotoxic	Rab9 prom act	p53 reactivation	NPC1 promoter act
C=CCn1cnc2c(nnn2-c2ccc(C)c(C)c2)c1=O	28%	?	4%	-3%	?	-3%	?	?	27%	?
CCCCNC(=S)N=Nc1c(O)[nH]c2ccccc12	2.2µM*	42%	?	-2%	?	5.6µM*	-5%	13%	4%	1%
CCOc1ccc(S(=O)(=O)NC(C)C(=O)NCc2ccc3c(c2)OCO3)cc1 (stereo not given)	?	-10%	8%	1%	0%	-3%	-1%	0%	1%	0%
COc1ccc(/C(C)=N/Nc2cccc(C(=O)O)c2)cc1OC	-3%	?	7%	-7%	3.8µM*	-23%	5.2µM*	1.1µM*	-6%	1µM*
COC(=O)c1ccccc1NC(=O)Cn1nnc(-c2ccc(OC)cc2)n1	5%	-84%[inhibitor]	?	-9%	-17%&-1%	-8%	-2%	-5%	-6%	-2%
CCOc1ccc(NC(=O)N2CCC(C(=O)c3ccc(F)cc3)CC2)cc1	21%	-25%	-9%	4%	1%	-2%	-4%	-1%	0%	0%
NNC(=O)c1sccc1OCc1ccc(Cl)cc1Cl	-36%	-7%	0%	-2%	-3%	?	-4%	2%	0%	-4%
NC(=O)c1ccnc2c(O)cccc12	nt	5%	nt	3%	-2%&6%	nt	1%	1%&0%	-2%	9%&7%
CC(C)CC(C(=O)O)N(Cc1ccccc1)Cc1ccccc1 (stereo not given)	-25%	-34%	-6%	5%	-1%	-1%	1%	-5%	0%	1%
COc1ccc(-c2noc(-c3ccc(C)cc3)n2)cc1	?	?	-4%	0%	1.5µM*	?	3.7µM*	2µM*	27%	2µM*
COc1ccc(S(=O)(=O)N2CCCCCC2)cc1NC(=O)c1ccccc1	-20%	-19%	-1%	8%	2%	2%	3%	10%	19%	1%
Cc1cc(Cl)c2oc(C(=O)NCC(C)(C)N3CCOCC3)c(C)c2c1	5%	0%	-8%	2%	?	-8%	?	14%	18%	-2%
COc1ccc(-c2nc3c(c(SCC(=O)N4CCOCC4)n2)Cc2c(CO)cnc(C)c2O3)cc1	-38%	-10%	4%	3%	0%	-19%	-2%[9.26 µM]	-1%	-5%	0%
O=C(NC1=NCCS1)c1cc(-c2ccc(F)cc2)nc2ccccc12	10µM*	29%	18%	-6%	5.4µM*	11µM*	1%	1%	6%	11%
CCN1CCN(C(=O)/C=C/c2ccccc2[N+](=O)[O-])CC1	11%	0%	?	3%	-3%	2%	1%	-3%	-3%	-4%
CCCCc1ccc(NC(=O)NCc2cccnc2)cc1	26%	34%	-1%	2%	-6%	8%	3%	4%	7%	-3%
Cc1c(NC(=O)Cn2[nH]c(=O)c3ccccc3c2=O)c(=O)n(-c2ccccc2)n1C	4%	-19%	-6%	3%	-1%	-5%	0%	-8%	-2%	-3%

# Taken from above, 2 compounds:
Molecule	RORg inh	BRCA1 expr up	MBNL1 CUG block	uPA generation	FLuc counter	VP16 counter	ELG1 genotoxic	Rab9 prom act	p53 reactivation	NPC1 promoter act
CCN1CCN(C(=O)/C=C/c2ccccc2[N+](=O)[O-])CC1	11%	0%	?	3%	-3%	2%	1%	-3%	-3%	-4%
CCCCc1ccc(NC(=O)NCc2cccnc2)cc1	26%	34%	-1%	2%	-6%	8%	3%	4%	7%	-3%

# No enrichment for hits. About 13% of those tested had a hit in this group.
